AmpC detergent: AmpC beta-lactamase inhibition with detergent present; AID 485294; actives 0.041% (n = 370,000); AmpC hydrolysis of nitrocefin, absorbance 480 nm, 0.01% Triton; Potency, µM (top dose mostly 114 µM), for inactives: top-dose activity change, negative = inhibition, usual class: inhibitors; P00811;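 note: potency is the fitted concentration of half-maximal effect; 0% = no-compound wells and -100% = no-enzyme wells; nearly all actives have a fitted effect of over 25% in size; some results filed as inactive show a strong effect at the top dose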
Target sequence (P00811 whole entry, looked up): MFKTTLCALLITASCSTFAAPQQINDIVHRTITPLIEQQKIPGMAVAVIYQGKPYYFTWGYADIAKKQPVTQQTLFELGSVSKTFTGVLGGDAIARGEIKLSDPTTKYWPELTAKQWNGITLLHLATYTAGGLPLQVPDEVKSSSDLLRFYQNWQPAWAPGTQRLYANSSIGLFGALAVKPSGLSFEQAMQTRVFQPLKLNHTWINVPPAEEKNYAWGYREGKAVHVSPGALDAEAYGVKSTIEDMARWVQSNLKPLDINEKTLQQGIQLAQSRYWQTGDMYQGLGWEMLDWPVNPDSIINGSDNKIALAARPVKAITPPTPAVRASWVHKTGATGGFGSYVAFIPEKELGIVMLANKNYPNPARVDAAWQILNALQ
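20 mM phosphate pH 7.0 + 0.01% (detergent screen) or 0.0001% Triton X-100; 5.3 nM AmpC reagent; cpd preinc 15 min RT; nitrocefin (800 uM stock) to start; A480 q20 s × 4 min; Activity was normalised to no-enzyme and no-compound control wells.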
AMA1-RON2 inh: AMA1-RON2 (P. falciparum) interaction inhibition; AlphaScreen AMA1-biotinylated RON2 peptide binding; Potency, µM (series often up to 58.2 µM), without a hit: top-dose activity change, negative = inhibition, most hits filed as inhibitors; actives 0.2% (n = 360,000); AID 720542;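 note: potency is the fitted concentration of half-maximal effect; 0% = vehicle wells and -100% = peptide control; nearly all actives have a fitted effect of over 45% in size; some results filed as inactive show a strong effect at the top dose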
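AMA1 (3D7) with his tag at 25 nM final met compounds first, then biotinylated RON2 peptide at 25 nM; detection used donor plus acceptor beads, 10 µg/mL apiece, read by AlphaScreen after 30 min at room temperature.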
FBPA Giardia inh: Giardia lamblia aldolase inhibition; purified Giardia FBPA; AID 2451; actives 0.71% (n = 290,000); Potency, µM (series often up to 59.6 µM), for the others: top-dose activity, negative = inhibition, hits mostly inhibitors; note: potency is the fitted concentration of half-maximal effect; nearly all actives have a fitted effect of over 55% in size
Target sequence (A8B2U2 whole entry, looked up): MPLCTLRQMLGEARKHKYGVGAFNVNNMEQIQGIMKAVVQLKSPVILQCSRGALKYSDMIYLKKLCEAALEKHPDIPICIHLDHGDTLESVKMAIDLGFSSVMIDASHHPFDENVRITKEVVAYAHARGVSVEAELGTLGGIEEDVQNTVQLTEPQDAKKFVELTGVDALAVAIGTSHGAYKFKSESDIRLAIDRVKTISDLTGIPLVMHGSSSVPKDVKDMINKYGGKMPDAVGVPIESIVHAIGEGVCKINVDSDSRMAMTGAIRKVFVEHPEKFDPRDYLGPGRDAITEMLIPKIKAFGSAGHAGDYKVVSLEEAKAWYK
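40 nM FBPA preincubated 10 min at RT with compound (up to 57.5 uM final), then substrate plus GAPDH/TPI/NAD/arsenate coupling and diaphorase/resazurin added. Fluorescence read after 20 min at RT, 525/598 nm.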
HCV inhibitor: inhibitors of hepatitis C virus infection; Huh7.5.1 HCVcc-Cre infection, luciferase reporter, 44 h; Potency, µM (titrated, usually from 41.8 µM), without a hit: top-dose activity change, negative = inhibition, most hits filed as inhibitors; actives 3.4% (n = 340,000); AID 651820; note: potency is the fitted concentration of half-maximal effect
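Compounds are dispensed onto cells plated 4 h earlier at 1,000 per well, with HCVcc-Cre virus (about 0.5 moi) added next. Following 44 h of culture, luminescent signal is measured for 15 sec after 15 min with substrate at room temperature.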
HCMV antiviral: blocks human cytomegalovirus replication; activity change, negative = inhibition, % at 57.5 µM; AID 1259415; actives 4.5% (n = 410,000); HFF cells, HCMV-luciferase reporter, 72 h; hits give low values; in the data active = activity change below about -60%; inconclusive = no clear call, values can overlap the other calls; inactive = above about -39%
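Screen run at 2 compound doses on HFFs infected with reporter HCMV, MOI 1 PFU/cell. Luciferase activity from cell lysates at 72 h post infection gave inhibition relative to buffer-only and Salinomycin wells.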
Sm TGR inh: inhibitors of Schistosoma mansoni thioredoxin glutathione reductase; Q962Y6; purified TGR, DTNB reduction, TNB absorbance 405 nm; Potency, µM (doses to about 114 µM), inactives show top-dose activity change, negative = inhibition, usual class: inhibitors; actives 3% (n = 360,000); AID 485364; note: potency is the fitted concentration of half-maximal effect; nearly all actives have a fitted effect of over 60% in size
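TGR 20 nM + NADPH 100 uM (dispensed conc.), cpd preinc 15 min RT; start with NADPH (500 uM addition) then DTNB (15 mM addition). Kinetic TNB absorbance, 405 nm filter. Four-parameter Hill fit across titration.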
* hit, by the source's call; ? = inconclusive; · = no result given; [ ] = remark or other dose. Unless noted, calls come from the whole dose curve; as a rule, active = well fitted curve in the direction sought with a large enough effect; inconclusive = small, poorly fitted or top-dose-only effect, or another doubt; inactive = no such curve, though single readings can be large; an effect the other way counts as inactive or inconclusive. Unless noted, % is set by controls: 0 for no effect and ±100 for the full control effect. The order is random; any-hit rate near 9.3%.

compound,HCV inhibitor,HCMV antiviral,FBPA Giardia inh,AmpC detergent,AMA1-RON2 inh,Sm TGR inh
CC(=O)Nc1ccc(CN2CCN(CC(C)C)C(CCO)C2)cc1 (stereo unspecified),22%,0,2%,-2%,0%,-18%
N#C/C(=C/c1ccc(N2CCCCCC2)o1)c1ccc(Cl)cc1,?,·,?,-8%,-14%,?
Cc1nc2ccn(Cc3cccs3)c(=O)c2cc1C(=O)N1CCN(c2ccccc2)CC1,·,15,·,18%,·,7%
COc1cc(/C=C(\C#N)c2nc3ccccc3[nH]2)cc(OC)c1O,?,-26,-14%,1%,-1%,·
CC(C)CSc1nc2c(=O)[nH][nH]c(=O)c2n1Cc1ccccc1,14%,18,3%,?,-2%,-3%
CC(Cc1ccccc1)NC(=O)CN1C(=O)c2ccccc2S1(=O)=O (stereo unspecified),16%,50,·,3%,-6%,-4%
O=C(CC1(C(=O)O)CCCC1)N1CCOCC1,5%,6,0%,1%,-9%,0%
O=C(NCCCO)c1nn(-c2ccc(Cl)cc2)nc1CO,·,-8,·,-1%,·,6%
CCN(CC)C(=O)c1nn(-c2ccccc2)c2c1C1CCC2(C)C1(C)C (stereo unspecified),13µM*,-95*,11%,7%,-11%,9%
CCOC(=O)c1c(CN2CCN(C)CC2)n(-c2ccccc2)c2cc(Br)c(O)cc12,14µM*,-8,1%,0%,-1%,-3%

Record cards, as listed above:
Cc1nc2ccn(Cc3cccs3)c(=O)c2cc1C(=O)N1CCN(c2ccccc2)CC1 is listed as HCV inhibitor = ·; HCMV antiviral = 15; FBPA Giardia inh = ·; AmpC detergent = 18%; AMA1-RON2 inh = ·; Sm TGR inh = 7%
CC(C)CSc1nc2c(=O)[nH][nH]c(=O)c2n1Cc1ccccc1 is listed as HCV inhibitor = 14%; HCMV antiviral = 18; FBPA Giardia inh = 3%; AmpC detergent = ?; AMA1-RON2 inh = -2%; Sm TGR inh = -3%

(listing goes on)
compound,HCV inhibitor,HCMV antiviral,FBPA Giardia inh,AmpC detergent,AMA1-RON2 inh,Sm TGR inh
CC(NC(=O)c1cnc2n(c1=O)CCS2)c1ccccc1 (stereo unspecified),-3%,-17,0%,?,-9%,-19%
CCOC(=O)c1sc2nc(CSc3ccccc3Cl)[nH]c(=O)c2c1C,-29%,-27,4%,-3%,-2%,8%
O=C(NCCCN1CCOCC1)c1ccc(Cl)cc1[N+](=O)[O-],1%,2,-3%,4%,-1%,0%
COc1cc(Cl)c(C)cc1Nc1ncccn1,?,-21,3%,-11%,-6%,0%
CCOc1ccc(C(C)=O)cc1COC(=O)CNC(=O)C12CC3CC(CC(C3)C1)C2,-17%,-2,·,·,1%,·
Clc1nc(Cl)c2ncn(-c3ccccc3)c2n1,?,7,·,·,1%,·
O=C(c1cccc(OC2CCN(Cc3cccc(OCCO)c3)CC2)c1)N1CCCC1,·,-3,·,-7%,-17%,-6%
CCOc1ncccc1C(=O)NCCc1c[nH]c2ccccc12,-2%,-66*,·,1%,-17%,8%
COc1ccccc1Nc1nc(NCc2ccco2)c2ccccc2n1,?,-99*,0%,4%,-20%,0%
CCN(CC)S(=O)(=O)c1ccc(C(=O)Nc2ccc(Cc3ccncc3)cc2)cc1,3.2µM*,-87*,-3%,-1%,-28%,0%[57.1 µM]

(cont.)
compound,HCV inhibitor,HCMV antiviral,FBPA Giardia inh,AmpC detergent,AMA1-RON2 inh,Sm TGR inh
Cn1c(=O)c2c(nc(NCc3ccco3)n2C)n(C)c1=O,2%,16,3%,?,-12%,39%[activator]
COc1ccc(C2/C(=C(/O)c3ccc(C)cc3)C(=O)C(=O)N2C)c(OC)c1 (stereo unspecified),-6%,2,8%,-5%,0%,-12%
CCCCCC(=O)Nc1cc(S(=O)(=O)N2CCCCC2)ccc1N1CCOCC1,?,-8,·,-12%,-2%,-12%
COc1ccc(C(=O)C2CCN(CC(=O)Nc3ccccc3F)CC2)cc1,-15%,-2,·,-6%,1%,0%
COc1ccc(Cc2nnc(NS(=O)(=O)c3ccc(Cl)cc3)s2)cc1OC,27%,17,22%,1%,44%,3%
O=C(OCC(=O)N1CCCC1)c1cccc(Br)c1,4%,-30,1%,?,11%,-4%
Oc1cccc2ccc[n+](CC(O)Cn3c4ccccc4c4ccccc43)c12 (stereo unspecified),22µM*,-21,?,?,1%,-12%
COc1ccc(C(N)=S)c(OC)c1,-2%,?,-5%,-9%,1%,-3%
C=CCC1(C#N)C(SC)=NC2=C(C(=O)CC(C)(C)C2)C1c1ccc(Br)cc1 (stereo unspecified),12%,?,-5%,-20%,-17%,1%
Cc1cc(NC(=O)C(C)C)ncc1NC(=O)CCc1ccccc1,-3%,3,2%,-9%,-9%,2%

Following part.
compound,HCV inhibitor,HCMV antiviral,FBPA Giardia inh,AmpC detergent,AMA1-RON2 inh,Sm TGR inh
COc1ccc(C(=O)C2CCCN(Cc3ccccn3)C2)c(OC)c1 (stereo unspecified),-4%,-21,3%,1%,53%[activator],-14%[57.1 µM]
COc1ccc(N2CCN(C(=O)COC(=O)/C=C/c3ccc(OC(F)F)cc3)CC2)cc1,?,-18,·,?,22%,-1%
CCCCOc1ccc(C(=O)CCN2CCOCC2)cc1,-7%,-31,-2%,-9%,-8%,2µM*
Cc1ccccc1CN1C(=O)c2ccccc2Sc2ccc(C(=O)NCc3cccs3)cc21,·,?,·,5%,·,6%
CCOc1ccc(-c2ccc(SCC(=O)Nc3nnc(CC)s3)nn2)cc1,?,17,5%,1%,24%,8%
C=CCN1C(=O)NC(=O)/C(=C/c2cccn2C)C1=O,8%,-6,6%,?,-12%,?
O=C(CSc1n[nH]c(-c2ccncc2)n1)Nc1ccc(Cl)c(C(=O)O)c1,3%,9,?,-5%,-3%,4%
CCOc1ccc(S(=O)(=O)N2CCC(N3CCN(Cc4ccc(C)cc4)C(=O)C3=O)CC2)cc1,·,13,·,2%,·,0%
Cc1noc(C)c1COc1cccc(C(=O)Nc2ccccc2N2CCOCC2)c1,?,18,-3%,-6%,-18%,-10%
CC(C)Cn1c(N)c(C=O)c(=O)[nH]c1=O,?,7,1%,-6%,-2%,11%

(more compounds)
compound,HCV inhibitor,HCMV antiviral,FBPA Giardia inh,AmpC detergent,AMA1-RON2 inh,Sm TGR inh
Cc1cc2nnc(SCC(=O)N3CCCCCC3)n2c(N)n1,-17%,36,1%,2%,-5%,41%[activator]
Cc1c(Cl)cccc1NC(=O)[C@@]1(CC(=O)O)CC(/C=C/c2ccccc2)=NO1,19%,-34,7%,-1%,0%,4%
CCOc1ccc(NC(=O)CSC2=Nc3ccccc3C3=NC(CC(=O)NCc4ccccc4OC)C(=O)N23)cc1 (stereo unspecified),·,0,·,10%,·,9%
COC(=O)Cn1c(=O)c2c(nc3n2CCN3c2ccc(F)cc2)n(C)c1=O,·,9,·,7%,·,-7%
CCc1ccc(NC(=O)Cn2nc(C(=O)O)c3ccccc3c2=O)cc1,12%,-34,-4%,6%,3%,-1%
CC(CC(=O)NCCc1ccc(F)cc1)c1ccccc1 (stereo unspecified),1%,35,6%,3%,11%,-1%
CCOC(=O)c1sc(S(C)=O)c2c1CCc1conc1-2 (stereo unspecified),-8%,-11,?,-2%,-2%,1µM*
COc1cc(C)c(NC(=S)Nc2cccc(Cl)c2)cc1OC,-14%,43,-12%,?,-1%[11.6 µM],-29%
CCOCCn1c(CN2CCC(C)CC2)nc2c1c(=O)n(C)c(=O)n2C,1%[8.37 µM],·,5%,?,·,-7%
O=C1CSC(c2ccccc2)N1CCc1ccccc1 (stereo unspecified),4%,-13,11%,-15%,-1%,-20%

Later entries:
compound,HCV inhibitor,HCMV antiviral,FBPA Giardia inh,AmpC detergent,AMA1-RON2 inh,Sm TGR inh
CC1CC2(C)C(=CC1=O)CCC1C2C(O)CC2(C)C1CCC2(O)C(=O)CO (stereo unspecified),-8%,38,·,·,-7%,·
COc1ccc(CCNC(=O)c2cc3c(=O)n4ccccc4nc3n(Cc3ccco3)c2=N)cc1OC,2.2µM*,?,·,-19%,-4%,-22%
CCOc1ccc(-n2nc(C(=O)N3CCN(CC)CC3)c3ccccc3c2=O)cc1,7%,23,3%,-2%,3%,-21%
COc1ccc(N2C(=O)/C(=C\c3ccco3)N=C2SCC(=O)N(C(C)C)C(C)C)cc1Cl,-17%,-30,-23%,?,0%,?
C=CCNC(=S)N/N=C/c1ccc(C)cc1C,-19%,-62*,-29%,-9%,9%,-10%
COc1cccc(C(NC(=O)c2ccccc2F)NC(=O)c2ccccc2F)c1,-19%,5,8%,-3%,-5%,-2%
COC(=O)N/N=C\c1cccc(OC(=O)c2cccs2)c1,8%,-14,5%,-13%,10%,-1%
Cc1ccc2nc(-c3ccc(Cl)c(NC(=O)COc4ccc([N+](=O)[O-])cc4)c3)oc2c1,·,18,·,1%,·,5%
Cc1c(-c2ccncc2)oc2ccc(Br)cc2c1=O,·,·,3%,2%,·,7%
O=Cc1c[nH]c2ccc(OCc3ccccc3)cc12,-28%,?,·,-13%,-6%,2%

Next structures follow.
compound,HCV inhibitor,HCMV antiviral,FBPA Giardia inh,AmpC detergent,AMA1-RON2 inh,Sm TGR inh
CCOc1ccc(CN2CCC(=O)NC2=O)cc1,11%,32,0%,?,3%,-2%
COc1cccc(C=Nc2ccccc2C(=O)Nc2ccccc2)c1O,33%[activator],-29,?,-10%,28%,-11%
CCn1cc(C(=O)Nc2cc(C)ccc2C)c(=O)c2ccc(C)nc21,·,·,0%,-1%,·,7%[57.1 µM]
ON(CCc1ccccn1)Cc1ccccc1,8%,15,·,·,41%[activator],·
CCOC(=O)CCNC(=O)N1CCCC(C(=O)c2cc(C)c(OC)c(C)c2)C1 (stereo unspecified),-15%,46,3%,-9%,3%,11%
COc1ccc(NC(=O)CSc2nnc(Cc3cccn3C)n2CCc2ccccc2)cc1OC,·,-17,-2%,-1%,-17%,-23%
CCOC(=O)C1(CCc2ccccc2)CCN(Cc2cc(OC)c(OC)cc2OC)CC1,?,?,-3%,-2%,-11%,-8%
CCCNC(=O)N1CCCN(S(=O)(=O)c2ccc3c(ccn3CC)c2)CC1,·,-6,·,-1%,·,-12%
CCOC(=O)Cn1c(O)c(N=NC(=O)CNC(=O)Cc2ccccc2)c2ccccc21,-1%,?,-21%,?,-3%,3%
Cc1cccc(NC(=O)CNC(=O)C(NC(=O)Cc2ccccc2)C(C)C)c1C (stereo unspecified),8%,0,·,3%,-8%,-1%

Following part.
compound,HCV inhibitor,HCMV antiviral,FBPA Giardia inh,AmpC detergent,AMA1-RON2 inh,Sm TGR inh
Cc1nn(C(=O)c2c([N+](=O)[O-])cnn2C)c(C)c1Cl,-8%,12,8%,?,-8%,-6%
CCc1c(C)sc(NC(=O)c2cc(CC(C)C)on2)c1C#N,-4%,-9,1%,-11%,28%,-7%
CSc1ccc(C2Nc3cccc4cccc(c34)N2)cc1,9%,102,-15%,?,-27%,25µM*
Brc1ccc(-c2nnc(-c3ccco3)o2)cc1,?,62,4%,3%,8%,0%
CCCCNC(=O)Cc1cc(=O)[nH]c(=O)[nH]1,22%,22,6%,4%,0%,5%
Cn1nnc2cc(C(=O)NCCC3=CCCCC3)ccc21,8%,116,3%,-1%,19%,-1%
Cc1cccc(NC(=O)CS(=O)(=O)c2cn(C)c3ccccc23)c1C,-21%,3,-16%,1%,34%[activator],1%
O=C(CNC(=O)c1ccco1)N/N=C/c1cc(Br)ccc1O,?,22,-19%,?,71%[activator],4%

High-throughput results: PubChem BioAssay, National Center for Advancing Translational Sciences (NCATS)
